# Tat transport – E. coli Tat transport inhibition. E. coli MC4100 TorA-mCherry Tat export, fluorescence. inhibition, % at 10 µM. 0.036% of 340,000 active. AID 488895;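 active = mean replicate inhibition at least 50% and at least half of replicates individually reaching 50%; inconclusive = only one of the two criteria met; inactive = neither criterion met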;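 also: exported cargo escapes ClpAP degradation while cytoplasmic cargo is degraded and loses fluorescence; 0% = median of neutral control wells and 100% = median of NaSCN control wells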
# MITF act – activators of MITF-driven TRPM1 promoter activity in SK-MEL-5 cells; SK-MEL-5 TRPM1-promoter luciferase, 24 h; % of positive control, neutral wells = 0; AID 588334; activation, % at 12.5 µM; 0.75% of 300,000 active;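 active = mean activation of at least 80% with every replicate also reaching 80%; inconclusive = mean reaches 80% but some replicate falls short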;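 also: 0% = neutral control wells and 100% = parthenolide positive control wells; values of inactives mirror those of a sister screen read the other way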
# CAL PDZ FP-1 – inhibitors of human CAL PDZ peptide binding; Q9HD26; purified CAL PDZ, TMR-peptide fluorescence polarization, 1 h; inhibition, % at 24.9 µM; 0.92% of 300,000 active; AID 602252;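 active = mean inhibition of at least 30% with at least half of replicates also reaching 30%; inconclusive = no clear call, values can overlap the other calls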;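 also: 0% = DMSO neutral control and 100% = excess unlabeled competitor peptide PRC23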
# RTF Ca sens act – cardiac RTF calcium sensitization | IANBD-labeled TnC RTF fluorescence at EC20 calcium; 0% EC20 calcium, 100% full calcium | P19429+P45379 | activation, % at 7.2 µM | 0.24% of 340,000 active;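 active = activation above the mean over all tested compounds plus 3 SD, cut at about 30% in these data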;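 also: rise in fluorescence read as greater calcium sensitivity of cardiac thin filaments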
# CDK5 inh – CDK5/p35 (human) kinase inhibition; Q00535+Q15078; Recombinant CDK5/p35, ADP-Glo luminescence, 60 min; inhibition, % at 10 µM; 0.01% of 330,000 active; AID 488839;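 active = highest replicate inhibition of at least 50% and at least 75% of replicates reaching 50%; inconclusive = only one of the two criteria met; inactive = both criteria failed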;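 also: plate controls were DMSO neutral control for no effect and GW8510 at 10 µM for full effect; many of its hits are not listed in these tables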
# CAL PDZ FP-2 – blocks peptide binding to human CAL PDZ domain. Q9HD26. inhibition, % at 20 µM. purified CAL PDZ, TMR-peptide fluorescence polarization, 1 h. 0.02% of 330,000 active. AID 504414;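 active = highest replicate inhibition of at least 40%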;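 also: plate controls were DMSO neutral control wells for no effect and unlabeled competitor peptide control wells for full effect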
#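 Material – purified CerCALP PDZ construct · Detection – FP readout, S and P plane fluorescence · Measure – percent inhibition from loss of millipolarization · Controls – unlabelled peptide for full inhibition, DMSO wells as neutral · Probe or stimulus – TMR-labelled reporter peptide T*-PRC34 bound in PDZ groove · Times – 1 h at RT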
# dFosB activator – enhances mouse delta FosB homodimer DNA binding. activation, % at 25 µM. AID 493131. P13346. 0.99% of 340,000 active. purified delta FosB, TAMRA-CDK5 oligo fluorescence polarization; percent of positive-control signal above neutral wells;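 active = mean activation above about 17%, with every replicate also reaching it, limit read from the data, passing the limit was not always enough; inconclusive = only one of the two conditions met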;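 also: fluorescence polarization rise as delta FosB binds a TAMRA Cdk5 AP-1 oligo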
# Target sequence (P13346 whole entry, looked up): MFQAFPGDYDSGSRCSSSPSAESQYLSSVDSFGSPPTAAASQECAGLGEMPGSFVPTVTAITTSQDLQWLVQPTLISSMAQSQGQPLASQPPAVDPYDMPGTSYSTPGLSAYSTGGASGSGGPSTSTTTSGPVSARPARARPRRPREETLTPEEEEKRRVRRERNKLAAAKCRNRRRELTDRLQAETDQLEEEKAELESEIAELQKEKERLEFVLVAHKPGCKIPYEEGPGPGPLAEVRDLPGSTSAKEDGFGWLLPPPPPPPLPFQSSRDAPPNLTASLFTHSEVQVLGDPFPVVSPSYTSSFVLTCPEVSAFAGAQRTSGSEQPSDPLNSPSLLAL
# Rtt109 Vps75 – inhibitors of Candida albicans Rtt109/Vps75 histone acetyltransferase; Q5AAJ8; 0.16% of 330,000 active; purified Rtt109/Vps75, ThioGlo CoA-SH fluorescence, 4 h; inhibition, % at 34.9 µM;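 active = inhibition of at least 50% in every replicate; inconclusive = best replicate reaches 50% inhibition but some replicates fall short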
# Target sequence (Q5AAJ8 whole entry, looked up): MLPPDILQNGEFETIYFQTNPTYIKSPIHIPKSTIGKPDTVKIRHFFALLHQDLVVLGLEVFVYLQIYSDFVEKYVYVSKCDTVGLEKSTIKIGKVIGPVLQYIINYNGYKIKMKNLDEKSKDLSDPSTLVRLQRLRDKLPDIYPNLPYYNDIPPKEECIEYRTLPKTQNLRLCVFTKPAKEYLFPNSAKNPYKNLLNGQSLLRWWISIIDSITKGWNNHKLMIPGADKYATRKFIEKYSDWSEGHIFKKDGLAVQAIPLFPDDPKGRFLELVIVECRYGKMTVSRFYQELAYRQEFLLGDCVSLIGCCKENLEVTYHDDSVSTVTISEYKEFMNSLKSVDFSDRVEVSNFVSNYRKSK
# Wnt bcat act – Wnt/beta-catenin pathway activation; Wnt/beta-catenin reporter cell assay, activator, plate reader; 1.2% of 300,000 active; activation, % at 9.35 µM; AID 743398; in the data active = activation above about 30%, passing the limit was not always enough; inconclusive = no clear call, values can overlap the other calls;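 also: 0% = neutral control wells and 100% = positive control wells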
# V-ATPase pHluor – alters yeast V-ATPase proton transport. S. cerevisiae, pHLuorin cytosolic pH fluorescence. response, % at 10 µM. 0.37% of 350,000 active; in the data active = response mostly above about 7.3%, no sharp cut-off; inactive = mostly below about 5.4%; also: actives read high; inactives centre near 0; some compounds called inactive have numbers as strong as hits
# Numbers without * were called inactive; ? = inconclusive; / = no result given.
SMILES,Tat transport,MITF act,CAL PDZ FP-1,RTF Ca sens act,CDK5 inh,CAL PDZ FP-2,dFosB activator,Rtt109 Vps75,Wnt bcat act,V-ATPase pHluor
O=C(N=C1SC2CS(=O)(=O)CC2N1c1ccccc1F)C1CCCCC1 (stereo unspecified),1,2,-3,2,0.1,-2.2,8,-19,-3,12
Cc1ccccc1N=C(N)Nc1ccccc1C,-6,-4,/,6,1.6,0.1,-9,2,0,6
CCOc1ccc(NC(=O)c2ccc3c(c2)C(=O)N(Cc2ccncc2)C3=O)cc1,15,2,-1,0,-4.8,0.3,3,-1,0,9
COC(=O)[C@@H]1C[C@H]2CC[C@H](O)C[C@H]2N1Cc1ccc(Cl)cc1,2,2,-2,9,-1.0,-0.9,5,-1,-5,1
O=C(Nc1ccncc1)c1cc(-c2cccc(Br)c2)nc2ccccc12,-3,-10,-2,-7,0.7,-2.8,-11,25,-10,-1
COc1ccc(-c2cc3ccccc3n2CC(O)Cn2nc(C)cc2C)cc1 (stereo unspecified),16,5,-2,5,-1.7,-2.0,-24,-10,/,4
FC(F)(F)c1ccccc1NC(=S)Nc1cccc(Cl)c1,-2,12,-5,4,-1.8,0.4,4,7,-2,0
COC(=O)c1cc(OC)c(OC)cc1NC(=S)N1CCOCC1,0,0,-2,-4,-0.4,-0.2,4,1,-1,-4
NC(=O)COc1ccc(C23CC4CC(CC(C4)C2)C3)cc1,-1,58,-3,-1,-1.6,-2.2,8,-4,?,2
COC(=O)c1cccnc1N1CCN(c2ccccc2F)CC1,-5,8,/,-6,2.2,-2.2,4,4,/,5
COc1ccc(-c2noc(CCC(=O)N3CCN(c4cccc(F)c4)CC3)n2)cc1,-4,-2,-2,-4,0.7,0.2,2,-6,-1,0
CCCCN(CC)C(=O)CSc1cc(=O)n(C)c2ccccc12,1,/,-5,0,1.9,/,-14,-1,/,0
C=CCn1cccc(C(=O)Nc2ccc(C)c(Cl)c2)c1=O,4,/,-3,-2,2.4,-0.1,-2,-6,21,3
N#Cc1nc(-c2ccc(Cl)cc2)oc1NCC1CCCO1 (stereo unspecified),8,7,-1,-4,-2.5,-0.7,-4,4,12,1
CCC(=O)N1CCN(c2cc3c(cc2F)c(=O)c(C(=O)O)cn3CC)CC1,30,-7,21,-2,1.3,18,-1,-3,2,-2
Cc1ccc2nc(NC(=O)C3CCN(S(=O)(=O)c4cccc5nsnc45)CC3)sc2c1,9,-13,-2,-1,0.5,-1.5,7,23,0,-2
N/C(=N\OC(=O)c1ccc([N+](=O)[O-])cc1Cl)c1ccccn1,-7,-57,-7,-1,5.0,1.8,2,-3,0,2
O=C(N/N=C/c1c[nH]c2ccccc12)c1[nH]c2ccc(Br)cc2c1-c1ccccc1,12,-61,-3,0,-1.0,-3.1,?,4,-27,2
Cc1cc(C)n2nc(SCc3nnc(SCc4ccccc4)s3)nc2n1,0,1,0,0,-1.5,-0.7,-5,-5,/,1
O=C(COC(=O)c1ccc(S(=O)(=O)Nc2ccccc2)cc1)NCC1CCCO1 (stereo unspecified),-2,1,-3,-3,-1.0,-2.0,-4,-9,0,1
Cc1ccc(NC(=O)C(=O)NCCN2CCN(C(=O)C(c3ccccc3)c3ccccc3)CC2)cc1,-2,-7,-3,7,-2.3,-1.7,-16,-8,/,1
CCOc1cc(/C=C2/NC(=O)N(CC(=O)Nc3cccc(C)c3)C2=O)ccc1OC,-18,-5,-4,1,-1.1,0.9,-6,5,/,-1
Cc1nn(Cc2ccccc2Cl)c(C)c1C(=O)NC1=NCCS1,-5,8,1,3,-0.8,-1.9,-4,1,/,1
COc1ccc(C(=O)Nc2nnc(SCC(=O)NCc3ccco3)s2)c(OC)c1,-4,-20,-2,-2,0.3,-3.7,-5,-5,14,-1
CCN1CCN(S(=O)(=O)c2ccc(Cl)c(C(=O)N(C)Cc3cccs3)c2)CC1,-8,9,-5,1,0.7,-0.3,-8,-3,3,-2
O=C(NCc1ccccn1)c1cccc(NS(=O)(=O)c2ccccc2F)c1,-9,-8,0,0,-0.4,-0.9,1,4,-3,3
O=c1cc2c(n[nH]1)-c1ccccc1CC2,-3,-38,-1,-7,1.1,0.5,-4,2,0,0
CC(=O)Nc1ccc(C(=O)OCCCOC(=O)c2ccc(NC(C)=O)cc2)cc1,1,9,-3,-2,1.0,-1.1,-6,0,21,0
CCOC(=O)c1cc2cc(CC(=O)c3ccc(OCC)cc3O)ccc2o1,-2,3,4,-3,1.7,/,-3,-19,-5,-1
CCCCN1C(=O)C(=O)NC[C@@H]1CCCCN,10,4,-1,0,-1.0,0.4,6,0,-2,2
COc1cccc(CN(C)C(=O)c2cc(S(=O)(=O)N3CCCCCC3)ccc2OC)c1,-6,-4,-4,-1,0.8,0.0,-10,1,-1,-7
Cc1cc(NC(=O)CCC(=O)N(Cc2ccco2)C2(C(=O)NC3CCCCC3)CCN(C)CC2)no1,-6,12,6,4,-1.5,/,0,3,-1,-3
Cc1occc1-c1nnc(SCC(=O)NC(C)(C)C)n1CC(C)C,-7,-7,4,-3,0.9,-0.4,-2,-4,/,-2
O=C(COC(=O)/C=C/c1ccco1)NCc1ccccc1,6,-7,-2,1,-1.4,-0.2,-1,-1,-2,-2
Cc1scc(C(=O)N/N=C/c2ccc(OCC(C)C)cc2)c1C,4,/,/,13,-0.4,-1.0,-9,3,/,-4
COc1cccc(NC(=O)CN2C(=O)CSc3ccc(S(=O)(=O)N4CCOCC4)cc32)c1,-3,7,-3,-4,0.5,-3.0,-5,-2,0,-2
O=C(CCCN1C(=O)/C(=C/c2cccs2)SC1=S)Nc1ccc(C(=O)O)cc1,-4,0,0,/,-2.7,-0.5,-4,14,-1,4
Cc1cccc(N2C(=O)C(Cl)=C(N3CCOCC3)C2=O)c1,-6,/,-5,-5,1.9,3.0,-2,113*,3,3
O=[N+]([O-])/C=C/c1cc2ccccc2[nH]1,1,-31,-5,0,2.0,0.7,-6,-9,3,4
Cc1n[nH]c(C)c1S(=O)(=O)N1CCCCCC1,-2,-13,-1,1,-0.9,-3.2,-2,0,/,6
O=C(O)CC1(c2ccc(F)cc2)C2CC3CC(C2)CC1C3 (stereo unspecified),-3,4,-5,4,-0.9,-0.5,5,5,3,1
CC(C)NC[C@H](O)COc1cccc2ccccc12,-5,8,-3,5,-0.1,-0.4,3,7,-3,4
Cc1cccc(NC(=S)N/N=C/c2ccc([N+](=O)[O-])s2)c1,-10,-50,2,5,1.9,-1.7,-6,7,/,4
CCN(CC(=O)Nc1ccc(OC)cc1)C(=O)CN1C(=O)NC(C)(c2ccc3ccccc3c2)C1=O (stereo unspecified),-3,3,-1,-1,1.8,-2.5,0,6,1,1
Cc1ccc(CCN2C(=O)c3ccccc3C2C(=O)NCc2cccnc2)cc1 (stereo unspecified),-9,-18,6,4,0.0,-1.4,-6,1,-2,-4
CCCCC/C=N/NC(=O)c1[nH]c2ccc([N+](=O)[O-])cc2c1C,9,4,0,-3,-4.3,0.7,-7,0,-7,5
Oc1c(Br)cccc1/C=N/Nc1c(F)c(F)c(F)c(F)c1F,-9,-8,-4,-8,2.2,-0.2,3,-8,-8,-5
Clc1ccc(OCc2nc(-c3ccccn3)n[nH]2)cc1,-10,18,4,0,-2.7,-1.3,-6,2,-1,1
C=CCn1c(SCC(=O)N(CC)C2CCS(=O)(=O)C2)nc2scc(-c3ccccc3)c2c1=O (stereo unspecified),-1,6,5,-6,-1.0,-0.5,-8,7,0,-1
CC(=O)c1cccc(NC(=S)Nc2ccn(Cc3cccc4ccccc34)n2)c1,6,-10,/,4,-1.5,-0.7,6,-2,-2,-2
Cc1ccc(S(=O)(=O)NC(=O)Nc2cc(C)no2)cc1,3,-5,-19,4,-0.6,-0.6,1,0,-1,-1
O=C(COc1ccc(Cl)cc1Cl)Nc1ccc(Cl)cn1,3,96*,0,0,-2.4,-0.8,2,-11,13,-5
COc1ccccc1N1CCN(/N=C\C(Br)=C\c2ccccc2)CC1,4,58,1,6,2.5,-2.2,-8,12,8,-2
COc1cccc(OCc2nnc(SC)n2C)c1,-8,/,-2,-2,-2.3,0.0,5,1,/,1
C/C(=N/NC(=O)c1ccc(Br)o1)C(C)C,4,4,0,-1,0.0,-1.3,5,-3,0,-1
COc1ccc(CCN2C(=O)CC(NNC(=O)c3ccc(F)cc3)C2=O)cc1OC (stereo unspecified),?,2,0,-4,0.9,-1.7,0,-9,-6,1
CC(C)NC(=O)/C(=C/c1ccco1)c1ccccc1,1,8,2,2,0.2,-1.6,-1,13,/,3
CCOc1ccccc1NC(=O)CSC1=C(C#N)C(c2ccco2)C(C(=O)Nc2nc3ccccc3s2)=C(C)N1 (stereo unspecified),8,2,-5,0,1.4,-0.3,0,11,-10,3
COc1cc(CNc2ccccc2SC)ccc1O,-1,-2,/,0,-1.6,-2.8,-10,?,/,-4
Cn1ccnc1SCC(=O)Nc1ccc(SC(F)F)cc1,8,109*,-1,-1,-0.2,0.3,-8,-1,28,1
# Remaining list, next part:
SMILES,Tat transport,MITF act,CAL PDZ FP-1,RTF Ca sens act,CDK5 inh,CAL PDZ FP-2,dFosB activator,Rtt109 Vps75,Wnt bcat act,V-ATPase pHluor
Cc1c(NC(=O)c2cccc(-c3cc4ccccc4oc3=O)c2)cccc1-c1nc2ncccc2o1,2,15,-3,2,-1.3,-1.4,6,-1,0,-1
CCCn1c(N)c(C(=O)COC(=O)COc2ccc(Cl)c(C)c2)c(=O)n(C)c1=O,-3,-5,-3,-5,1.0,-2.4,0,-4,1,-6
C=CCN=C1SC(C)(C)C(=O)N1S(=O)(=O)c1ccc(C)cc1,-3,2,1,-1,-0.5,0.6,-18,-3,-11,-1
CC(C)C[C@@H](CO)N1CCN(Cc2ccc([N+](=O)[O-])cc2)CCC1=O,4,-12,1,4,-5.1,-1.7,-4,10,-3,-2
CCOC(=O)c1ccc(NC(=O)CSCc2ccco2)cc1,0,4,5,0,0.3,-0.4,-16,3,/,-1
O=c1c2c3c(sc2ncn1Cc1ccc(F)cc1)CCC3,0,6,1,-1,-0.1,-3.7,-5,4,/,0
Cc1cccc(NS(=O)(=O)c2cccc(C(=O)N3CCN(C/C=C/c4ccccc4)CC3)c2)c1,7,-11,-4,4,2.4,0.2,-20,0,2,3

# Reformatted with bars between the fields: entries from further up
SMILES | Tat transport | MITF act | CAL PDZ FP-1 | RTF Ca sens act | CDK5 inh | CAL PDZ FP-2 | dFosB activator | Rtt109 Vps75 | Wnt bcat act | V-ATPase pHluor
Cc1cccc(N2C(=O)C(Cl)=C(N3CCOCC3)C2=O)c1 | -6 | / | -5 | -5 | 1.9 | 3.0 | -2 | 113* | 3 | 3
NC(=O)COc1ccc(C23CC4CC(CC(C4)C2)C3)cc1 | -1 | 58 | -3 | -1 | -1.6 | -2.2 | 8 | -4 | ? | 2
COc1ccc(-c2noc(CCC(=O)N3CCN(c4cccc(F)c4)CC3)n2)cc1 | -4 | -2 | -2 | -4 | 0.7 | 0.2 | 2 | -6 | -1 | 0
O=c1c2c3c(sc2ncn1Cc1ccc(F)cc1)CCC3 | 0 | 6 | 1 | -1 | -0.1 | -3.7 | -5 | 4 | / | 0

# Assay outcomes: PubChem, several laboratories
